High-throughput results from PubChem BioAssay.
LMPTP inh = blocks human LMPTP phosphatase; P24666; recombinant LMPTP-A, OMFP fluorogenic substrate, fluorescence intensity; inhibition, % at 20 µM; 360,000 compounds, 0.22% hits;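 active = compounds that cut the enzyme signal by at least half of the control window in the single-dose screen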;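 note: plate controls were DMSO wells with enzyme plus substrate for no effect and substrate without enzyme for full effect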
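Test system: LMPTP-A, protein tyrosine phosphatase of low molecular weight; Input: 0.625 nM enzyme; Incubation: 50 min dark incubation at room temperature; Signal: endpoint fluorescence intensity from OMFP dephosphorylation; Read-out basis: % inhibition versus control wells.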
MsrA inhibitor = bovine MsrA inhibition; inhibition, % at 15.5 µM; 360,000 compounds, 0.75% hits; purified bovine MsrA, absorbance read-out; AID 651718; in the data active = inhibition above about 4.5%;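 note: 0% = vehicle wells with enzyme and 100% = reference inhibitor wells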
MsrA act = bovine methionine sulfoxide reductase A activation | purified bovine MsrA, absorbance read-out | activation, % at 10.6 µM | 360,000 compounds, 0.3% hits | AID 602163; in the data active = activation above about 7.5%;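 note: 0% = vehicle and 100% = reference activator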
Scp1 inh = inhibitors of human Scp-1 phosphatase; Q9GZU7; Recombinant Scp1, phosphopeptide, malachite green phosphate absorbance; inhibition, % at 20 µM; 340,000 compounds, 0.88% hits; AID 493091;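 active = inhibition above about 50% at 20 µM, limit read from the data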;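 note: plate controls were DMSO wells with enzyme for no effect and wells lacking enzyme for full effect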
Target sequence (Q9GZU7 76-261 limits assumed): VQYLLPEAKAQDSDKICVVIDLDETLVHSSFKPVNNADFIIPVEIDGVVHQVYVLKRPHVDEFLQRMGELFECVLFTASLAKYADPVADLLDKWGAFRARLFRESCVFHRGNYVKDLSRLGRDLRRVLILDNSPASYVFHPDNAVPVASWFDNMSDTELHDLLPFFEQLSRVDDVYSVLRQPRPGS
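Assay system: SCP-1 catalytic fragment, aa 76-261 | Buffer or medium: Tris acetate buffer pH 5.5 with MgCl2 and Tween-20 | Compound: One concentration, 20 µM, with 1.0% DMSO | Also added: Phospho 17-mer peptide substrate | Signal: Absorbance at 630 nm | Incubation: 45 min enzyme reaction at room temperature | Measure: % inhibition of SCP-1 phosphate liberation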
eLon inh = inhibits E. coli Lon protease; inhibition, % at 7.94 µM; purified E. coli Lon protease, fluorescence polarization; AID 602123; 360,000 compounds, 0.42% hits; P0A9M0; in the data active = inhibition above about 13%, passing the limit was not always enough;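 note: 0% = enzyme with probe and DMSO and 100% = no enzyme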
DNMT1 block = DNMT1 (human) enzyme inhibition | 360,000 compounds, 0.83% hits | DNMT1 molecular beacon, Hinp1I cleavage, fluorescence | inhibition (reported as % activation of signal), % at 10 µM | P26358; in the data active = inhibition above about 50%
Tb MetRS inh = blocks T. brucei methionyl-tRNA synthetase activity. purified T. brucei MetRS, ATP depletion, Kinase-Glo luminescence. inhibition, % at 11.9 µM. 360,000 compounds, 0.4% hits. AID 624268;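 active = inhibition above a per-plate cutoff of the control wells' mean inhibition plus 3 SD, cut at about 5.5% in these data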;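 note: 0% = DMSO wells median and 100% = median of wells with control inhibitor compound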
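Material – parasite MetRS enzyme · Medium – HEPES-MgCl2-KCl buffer plus DTT, spermine, BSA, pyrophosphatase · Reagent – ATP, methionine and E. coli bulk tRNA substrates · Times – 15 min enzyme-compound preincubation, 2 h reaction, 10 min detection, 25 °C · Measured by – luminescence of leftover ATP · Evaluation – percent inhibition relative to median high and low control wells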
SUMO1-SIM PPI = modulators of human SUMO1-mediated protein-protein interactions; SUMO1 binding to a labelled peptide, TR-FRET, 1 h; inhibition, % at 20 µM; 360,000 compounds, 0.33% hits; AID 602429; P63165; in the data active = inhibition above about 37%
NRP1-CendR mod = modulators of CendR peptide binding to human neuropilin-1; AID 602438; 360,000 compounds, 0.85% hits; FAM-RPARPAR peptide binding to NRP-1, fluorescence polarization; inhibition, % at 25 µM;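 active = inhibition or corrected inhibition above about 18%, plus a signal ratio from 0.5 to 1.5, limit read from the data, passing the limit was not always enough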; note: strong numbers were not always called active
Target sequence (O14786 whole entry, looked up): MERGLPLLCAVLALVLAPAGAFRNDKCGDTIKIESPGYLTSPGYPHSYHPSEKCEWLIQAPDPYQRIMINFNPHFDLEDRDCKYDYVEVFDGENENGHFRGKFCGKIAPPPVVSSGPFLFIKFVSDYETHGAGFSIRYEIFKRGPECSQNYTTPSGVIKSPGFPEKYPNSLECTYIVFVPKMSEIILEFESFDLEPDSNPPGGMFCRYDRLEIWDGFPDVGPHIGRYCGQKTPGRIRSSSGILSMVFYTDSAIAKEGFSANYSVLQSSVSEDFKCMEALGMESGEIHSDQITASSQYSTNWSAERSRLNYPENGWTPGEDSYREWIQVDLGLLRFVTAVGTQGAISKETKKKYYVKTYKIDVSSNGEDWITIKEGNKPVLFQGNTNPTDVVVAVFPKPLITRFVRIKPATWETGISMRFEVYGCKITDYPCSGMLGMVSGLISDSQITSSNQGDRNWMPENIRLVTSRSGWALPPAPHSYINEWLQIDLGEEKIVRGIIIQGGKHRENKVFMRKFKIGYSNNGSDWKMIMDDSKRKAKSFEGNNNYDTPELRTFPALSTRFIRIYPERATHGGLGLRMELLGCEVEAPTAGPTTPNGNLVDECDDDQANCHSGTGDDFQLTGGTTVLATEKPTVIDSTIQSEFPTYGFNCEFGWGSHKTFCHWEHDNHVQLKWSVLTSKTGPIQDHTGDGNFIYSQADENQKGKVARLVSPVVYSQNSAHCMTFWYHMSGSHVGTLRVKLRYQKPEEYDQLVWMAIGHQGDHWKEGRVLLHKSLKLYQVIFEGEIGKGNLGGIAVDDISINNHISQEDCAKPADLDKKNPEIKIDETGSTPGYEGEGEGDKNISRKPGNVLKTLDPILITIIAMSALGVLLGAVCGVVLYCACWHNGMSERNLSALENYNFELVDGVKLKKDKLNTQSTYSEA
STEP inh = blocks human striatal-enriched tyrosine phosphatase; P54829; recombinant STEP, OMFP fluorogenic substrate, fluorescence; inhibition, % at 20 µM; 360,000 compounds, 0.25% hits; AID 588621;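 active = inhibition at 20 µM, scaled per plate between control wells, above about 37%, limit read from the data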;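 note: 0% = DMSO with enzyme and substrate and 100% = substrate only without enzyme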
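material = STEP tyrosine phosphatase | reagent = fluorogenic phosphatase substrate OMFP at 25 µM final | doses = single compound dose of 20 µM, 1% DMSO final | schedule = 20 min reaction, room temperature, in the dark | measured by = fluorescence, 480/540 nm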
Active calls of the source: *; . = not tested or not shown.

Fields: LMPTP inh	MsrA inhibitor	MsrA act	Scp1 inh	eLon inh	DNMT1 block	Tb MetRS inh	SUMO1-SIM PPI	NRP1-CendR mod	STEP inh
CN1CCCC(C(=O)Nc2cccc(Cl)c2)CC1 (stereo not drawn)
 : -2.3	0.0	-3	.	1	-2	-0.4	12	-12	-3
CC1CCC(NC(=O)C2(C)CCC(=O)N2Cc2cccnc2)CC1 (stereo not drawn)
 : -2.4	-2.0	-2	-10	-6	4	-0.5	7	0	-1
CCN(Cc1ccccc1)S(=O)(=O)c1cc(C(=O)NCCCN(C)C)ccc1OC
 : 0.8	-0.9	-3	-5	10	-4	-1.0	-1	5	-2
Cc1cccc(N(C)C(=O)CN2C(=O)COc3ccc(S(=O)(=O)N4CCCCCC4)cc32)c1
 : -0.2	-0.4	-1	-9	3	-2	0.9	1	7	-1
CC1(C)CCCC2=C1CC1C(=O)N(N)C(=O)C1C2 (stereo not drawn)
 : -1.3	-0.2	-2	-11	-3	5	-0.6	6	4	-3
COC(=O)c1ccccc1NC(=O)NC1CCC(C)CC1 (stereo not drawn)
 : 1.1	0.2	0	-3	1	3	-0.5	1	6	1
COCCNC(=O)C(c1ccco1)N(C(=O)Cn1nnc2ccccc21)c1ccc(C)cc1C (stereo not drawn)
 : -0.7	0.5	-2	-7	-8	3	-0.4	0	6	0
CCN1CCN(S(=O)(=O)c2ccc(Cl)c(C(=O)NC3CCC(C)CC3)c2)CC1 (stereo not drawn)
 : -9.6	0.4	0	-16	-2	-1	-0.4	-8	-3	3
COc1c(C)cc(Br)cc1C(=O)NCc1cccnc1
 : -2.8	-0.4	-2	38	-5	4	-0.1	-2	6	-2
CNc1cncc(-c2cccc(C(C)=O)c2)n1
 : -0.1	3.7	-3	.	-10	0	-0.1	-16	15	-3
O=C(CCOc1ccccc1)Nc1ccccc1
 : -1.7	-0.2	-3	-6	0	1	-0.5	0	-1	-2
COc1ccc(-c2c(C#Cc3ccsc3)c3cc(-c4ccc(OC)nc4)ccc3n2C)cc1
 : 1.4	0.0	-3	8	-4	-1	-0.2	0	-9	2
Cn1c(=O)c2[nH]c(N3CCN(c4ccccc4)CC3)nc2n(C)c1=O
 : -0.8	1.9	-6	-6	0	0	-0.3	3	0	-1
O=C(Cn1cncc1-c1ccc([N+](=O)[O-])cc1)Nc1cccc2ccccc12
 : 5.8	0.8	-4	13	-11	50*	0.0	-14	-8	2
CCOc1ccc(N(CC(=O)NC2CCCCC2)C(=O)CSc2nnc(COc3ccccc3)o2)cc1
 : 1.3	-1.2	-2	-7	9	1	-0.1	-2	4	0
Cc1cc(C)cc(NC(=O)N2C3CCCC2CC(NC(=O)C2CC2)C3)c1 (stereo not drawn)
 : -1.2	-0.5	-4	-4	-12	0	-0.2	-6	14	-3
Cc1cccc(C)c1NC(=O)C1CCN(S(C)(=O)=O)CC1
 : 1.5	1.2	-1	-3	40*	7	0.0	-5	2	-1
COc1cccc(CN(Cc2cccnc2)S(=O)(=O)c2ccc(-n3cnnn3)c(C)c2)c1
 : -1.1	1.7	-11	11	-4	5	-1.7	2	8	2
CCCc1cc(Nc2cccc(OCC)c2)n2ncnc2n1
 : 0.1	0.1	-3	0	2	-1	-1.1	0	18	1
CC[C@]12c3[nH]c4cc(CCC(=O)N(C)C)ccc4c3CCN1C(=O)[C@@H](CC(=O)NCCCOC)C[C@@H]2C(=O)N1CCN(C(=O)C2CC2)CC1
 : -0.3	-0.1	-2	7	-10	2	-0.3	2	2	-2
Cc1ccc(S(=O)(=O)N(C)c2ccc(C(=O)N3CCN(Cc4ccc5c(c4)OCO5)CC3)cc2)cc1
 : 2.0	-0.4	-10	-3	3	-1	-1.6	0	8	0
C=CCNC(=S)Nc1ccc(N2CCOCC2)c(S(=O)(=O)Nc2ccccc2Cl)c1
 : 1.6	-0.1	-4	-5	6	-11	1.7	4	0	-6
COCC(=O)N1CCc2ccc(NC(=O)c3ccccc3Cl)cc2C1
 : -3.6	0.1	-4	-6	-9	-6	1.9	-5	-18	-3
O=C(CNC(=O)c1ccco1)OCC(=O)c1ccc2ccccc2c1
 : -0.5	1.1	-4	-11	-3	-5	-0.2	-15	0	-2
COc1ccc(CNC(=S)Nc2ccc(-c3ccccc3)cc2)cc1
 : -0.2	-1.7	-10	-7	2	4	-0.8	1	5	0
C=CCOc1ccc(CN(C)CC(=O)Nc2ccccc2[N+](=O)[O-])cc1
 : 0.1	0.6	0	-8	6	0	-0.5	-14	12	0
CCCCC[C@@H]1CCCCC[C@H](O)C[C@@H](O)[C@@H](O)/C=C/C(=O)O1
 : -0.2	2.0	-2	.	-8	.	-0.9	1	1	.
Cc1ccc(C(=O)NC(=S)Nc2ccc(N3CCN(C(=O)c4ccco4)CC3)cc2)cc1
 : 5.0	0.8	-4	-4	7	-7	-0.2	-1	5	8
C=CCOc1cccc(NC(=O)c2ccccc2SC)c1
 : -0.4	-0.3	-5	-3	-5	0	-0.1	-2	-10	2
Clc1ccc(Oc2cnc3ccccc3n2)cc1
 : 0.7	-0.4	-6	-7	-4	22	-1.0	-5	-15	3
CCOc1cc(C)c(S(=O)(=O)NCCCn2ccnc2)cc1C
 : -2.1	1.0	-11	1	2	0	-0.3	5	12	-3
Cc1cc(C(=O)OCC(=O)NCCCN2CCCC2=O)c2ccccc2n1
 : -0.4	0.1	-1	-1	-4	0	-0.1	-3	8	0
O=C(COc1ccc(Cl)cc1Cl)Nc1c(-c2cccs2)nc2ccccn12
 : -0.9	0.3	-2	0	-14	-8	1.1	1	-14	-5
Cc1ccc2nc(N3C(=O)C(O)=C(C(=O)c4ccc(C)o4)C3c3ccc(O)cc3)sc2c1 (stereo not drawn)
 : 11	0.6	-2	-10	-28	0	-0.1	-7	-90	5
Cc1ccc(-c2cc(C(=O)N3CC(C)OC(C)C3)c3ccccc3n2)o1 (stereo not drawn)
 : -0.3	3.2	-1	-1	0	2	-0.7	-11	-8	-4
Cc1cc([N+](=O)[O-])ccc1NC(=O)Nc1ccccc1F
 : 0.0	-0.8	-5	-3	-1	3	-0.5	-6	-1	-3
Cc1ccccc1NC(=O)Cn1cnc2c1c(=O)n(C)c(=O)n2C
 : -1.3	-1.4	-7	3	-4	13	-0.1	0	-9	-1
CCCCC(=O)N(C)c1c(CC)nc2c(OCc3ccc(Cl)cc3Cl)cccn12
 : 4.5	-1.0	0	.	1	8	0.0	8	9	6
C[C@H](CO)N1C[C@H](C)[C@@H](CN(C)S(=O)(=O)c2cn(C)cn2)Oc2c(NS(=O)(=O)c3ccc(F)cc3)cccc2C1=O
 : -2.2	-1.5	-4	-5	-9	2	-0.4	-3	18	-3
CN(C)S(=O)(=O)c1cccc(NC(=O)c2ccccc2SCC(=O)N2CCCC2)c1
 : -0.5	-0.8	-2	.	-4	7	-0.3	10	-3	-4
COc1ccccc1N(C)S(=O)(=O)c1ccc(C(=O)Nc2ncc(C)s2)cc1
 : 0.9	-0.2	-1	-5	3	1	0.0	1	8	2
COC(=O)c1ccccc1S(=O)(=O)Nc1ccc2cn[nH]c2c1
 : -0.2	-1.3	0	-4	0	-8	0.2	2	0	0
O=C(NCCC1=CCCCC1)c1cnc2n(c1=O)CCS2
 : -1.4	-0.8	-1	-6	-2	4	0.1	3	7	-4
CCOC(=O)Cc1csc(NC(=O)/C=C/c2ccccc2Cl)n1
 : -0.4	0.7	-11	-9	5	0	-0.8	-4	-5	0
O=C(O)CC1=C(O)C(=O)N(c2ccccc2)C1c1ccc(Cl)cc1 (stereo not drawn)
 : -2.5	-0.8	0	-12	-4	-2	-0.9	2	3	-1
COc1cc(C(=O)Nc2nc(-c3ccc(Cl)cc3)c(C)s2)ccc1OCC(=O)Nc1ccc(F)cc1
 : 0.9	-0.6	-3	15	-2	25	0.3	-23	-5	2
O=C(Oc1cccc(/C=N/Nc2nc(N3CCOCC3)nc(N3CCOCC3)n2)c1)c1ccco1
 : 1.1	1.8	-2	3	4	1	-0.4	-5	-4	1
Cc1[nH]nc(SCC(=O)Nc2cccc(O)c2)c1[N+](=O)[O-]
 : 0.7	1.2	-2	-11	1	1	0.7	-4	-2	-1
COc1ccc(CN(C2CCCC2)S(=O)(=O)c2ccc(-n3cnnn3)cc2)cc1OC
 : -1.3	-0.4	-6	-8	-4	0	-0.3	1	2	-5
O=C(c1ccccc1Br)N1CCN(c2ccccn2)CC1
 : 0.4	-0.6	-1	-6	0	0	-0.2	3	2	6
COc1ccc(-n2c(CNC(=O)COc3ccccc3)n[nH]c2=S)cc1
 : 0.4	0.0	0	-6	1	-1	-0.6	0	4	-7
Cc1cc(C(=O)OCC(=O)Nc2cccc(S(=O)(=O)N(C)C)c2)c(C)o1
 : 0.6	-0.2	-2	-2	-3	-2	-0.4	-6	24*	0
CCC(C)[C@H](NC(=O)Nc1ccc2c(c1)OCCO2)C(=O)O (stereo partly drawn)
 : -2.0	0.5	-1	-3	4	0	0.2	1	3	1
Cc1cc(C)n(CC(=O)NC2CCCCC2)n1
 : -0.5	0.0	-7	-4	3	-2	-1.1	2	-5	-1
O=C(OCn1nnc2ccccc2c1=O)c1ccc2c(=O)n3c(nc2c1)CCC3
 : -1.8	0.9	-3	-1	7	-2	-0.3	-3	2	1
Cc1cc(CN(C)C(=O)CC2C(=O)NCCN2Cc2c(F)cccc2Cl)on1 (stereo not drawn)
 : 0.6	-0.8	.	9	.	-6	.	2	1	-1
FC(F)(F)c1nnc(-c2ccccc2)nc1N1CCOCC1
 : -1.2	1.0	-12	-2	-7	2	-1.5	3	6	-1
COc1ccc(S(=O)(=O)N2CCc3ccccc32)cc1C(=O)N1CCOCC1
 : 0.7	-1.3	-2	6	-12	1	0.2	-1	5	-1
NC(=S)N/N=C1\CCOc2ccc(Cl)cc21
 : -1.2	3.3	-4	-1	2	-2	0.4	-7	-13	-2

3 records drawn at random from the list so far, as already listed:
Fields: LMPTP inh	MsrA inhibitor	MsrA act	Scp1 inh	eLon inh	DNMT1 block	Tb MetRS inh	SUMO1-SIM PPI	NRP1-CendR mod	STEP inh
COc1ccc(CN(C2CCCC2)S(=O)(=O)c2ccc(-n3cnnn3)cc2)cc1OC
 : -1.3	-0.4	-6	-8	-4	0	-0.3	1	2	-5
Cc1cc(C(=O)OCC(=O)Nc2cccc(S(=O)(=O)N(C)C)c2)c(C)o1
 : 0.6	-0.2	-2	-2	-3	-2	-0.4	-6	24*	0
CCC(C)[C@H](NC(=O)Nc1ccc2c(c1)OCCO2)C(=O)O (stereo partly drawn)
 : -2.0	0.5	-1	-3	4	0	0.2	1	3	1
